# Growth percent in the NCI-60 one-dose screen (48 h, 10 µM unless noted): 100 = growth as untreated, 0 = no growth, -100 = all killed.
# OVCAR-4: OVCAR-4 ovarian cancer cells; 80,000 compounds, 3.7% hits; AID 1794784
# OVCAR-8: OVCAR-8 ovarian cancer | 81,000 compounds, 4.4% hits | AID 1794782
# A498: A498 renal cancer cells | 76,000 compounds, 5.4% hits | AID 1794774
# OVCAR-5: OVCAR-5 ovarian cancer | AID 1794783 | 82,000 compounds, 2.9% hits
# OVCAR-3: OVCAR-3 ovarian cancer; 79,000 compounds, 7% hits
# IGROV1: IGROV1 ovarian cancer; 79,000 compounds, 4.7% hits; AID 1794786
# ACHN: ACHN renal cancer. 81,000 compounds, 4.9% hits. AID 1794771
# SK-OV-3: SK-OV-3 ovarian cancer cells; 80,000 compounds, 3.2% hits; AID 1794785
# RXF 393: RXF 393 renal cancer cells; 77,000 compounds, 6.9% hits; AID 1794773
# Numbers without * were called inactive; . = no result given; & = joins results of further samples; [ ] = dose if it differs, or a comment. Rule for the calls: active = growth percent below 10; inactive = the rest.
No.	Structure	OVCAR-4	OVCAR-8	A498	OVCAR-5	OVCAR-3
1	NC1=NC2(CCCC2)N(c2ccc(S(=O)(=O)Nc3nccs3)cc2)C(N)=N1	110	105	120	101	116
2	c1ccc(Cn2cc3c(c2)-c2oncc2CC3)cc1	64	36	45	25	-24*
3	C#CCn1cc(/C=N/Nc2nc(-c3ccc(Br)cc3)cs2)c2ccccc21	107	101	95	97	108
4	CC(/C=N/N1C(=O)c2ccccc2C1=O)c1ccccc1 (centres undefined)	112	101	98	103	113
5	CCC(Br)C(=O)Nc1ccccc1C (centres undefined)	101	107	101	100	99
6	O=C(O)C(Br)C(Br)c1cccc(Cl)c1 (centres undefined)	104	92	101	105	105
7	COc1cccc(C2NCCc3cc(OC)c(OC)cc32)c1 (centres undefined)	107	97	81	103	106
8	c1ccc(N2CCN(C3c4ccccc4-c4ccccc43)CC2)cc1	118	121	.	98	109

No.	IGROV1	ACHN	SK-OV-3	RXF 393
1	103	103	114	104
2	35	57	14	0.4*
3	75	98	91	105
4	99	97	108	101
5	103	96	110	102
6	102	107	97	105
7	106	104	91	94
8	101	106	97	124

# Additional records follow.
No.	Structure	OVCAR-4	OVCAR-8	A498	OVCAR-5	OVCAR-3
9	C#C[C@@]1(O)[C@@H](CO)O[C@@H](n2cc(-c3ccco3)c3c(N)ncnc32)[C@@H]1O	61	66	55	67	80
10	CCOc1ccc2nc3ccc(Cl)cc3nc2c1	82	103	83	216	110
11	COC(=O)c1cc(N=C2NC(=O)/C(=C/c3ccc(C(C)C)cc3)S2)ccc1O	97	93	92	103	93
12	C=C(COC(C)=O)[C@H]1CC/C(C)=C/CC/C(C)=C/CC[C@@]2(C)O[C@H]2C1	115	103	119	99	121
13	O=C1OC(c2ccc(O)cc2)(c2ccc(O)cc2)c2ccccc21	106&116	104&104	87&110	91	91&123
14	O=S(=O)(OCCCl)c1ccc(Cl)c(S(=O)(=O)OCCCl)c1	98	105	87	105	105
15	C#CC(O)c1ccc(Cl)cc1Cl (centres undefined)	99	114	112	98	116
16	CC[C@H](Nc1nc(C)nc(N)c1C#N)c1nc2cccc(NCc3ccc(C(=O)NO)cc3)c2c(=O)n1-c1ccccc1	5.4*	2.5*	-27*	23	4.7*

No.	IGROV1	ACHN	SK-OV-3	RXF 393
9	-12*	90	26	81
10	-9.0*	95	104	-13*
11	81	94	100	92
12	103	100	125	112
13	86&105	107&96	112	99&123
14	109	108	104	99
15	.	103	98	110
16	5.1*	2.0*	-16*	-27*

# New compounds follow.
No.	Structure	OVCAR-4	OVCAR-8	A498	OVCAR-5	OVCAR-3
17	CCCCCCCC(=O)N(CC)CC	83	95	100	98	103
18	CS(=O)(=O)c1ccc(N2N=C(c3ccc(NC(=O)Nc4ccccc4)cc3)CC2c2ccc(Cl)cc2)cc1 (centres undefined)	71	87	166	103	97
19	O=[N+]([O-])c1cccc(C=Nc2ccc(/C=C/C3(CCl)OCCO3)cc2)c1	109	.	116	109	102
20	CC(C)C(C(=O)O)N1C(=O)/C(=C/c2ccc(O)c(O)c2)SC1=S (centres undefined)	103	105	86	105	111
21	O=C1NC(=C(Cl)Cl)/C(=N/S(=O)(=O)NCCc2c[nH]c3ccccc23)N1	59	93	72	48	-26*
22	CCCCc1cn(CCCN2C(=O)C(=O)c3ccccc32)nn1	102	108	113	99	123
23	C/C(=N\NC(N)=S)c1ccc2cc3c(cc2c1)OCO3	73	102	78	72	97
24	COc1ccc(/C=C/C(=O)Nc2cccnc2Nc2ccc(F)cc2)cc1	91	93	.	104	112

No.	IGROV1	ACHN	SK-OV-3	RXF 393
17	109	101	105	108
18	75	72	99	93
19	100	97	80	.
20	109	107	113	117
21	99	88	62	82
22	113	104	110	.
23	92	88	98	.
24	117	104	101	102

# The results go on:
No.	Structure	OVCAR-4	OVCAR-8	A498	OVCAR-5	OVCAR-3
25	CCOC(=O)C1=C(N)N(c2ccccc2)C2=C(C(=O)CC(C)(C)C2)C1c1cccc(Cl)c1Cl (centres undefined)	66	59	128	88	87
26	COc1ccc2sc3c(N)nc4ccccc4c3c(=O)c2c1	85	99	75	96	109
27	O=C1O/C(=C\c2ccccc2)c2ccccc21	100	102	85	117	109
28	COc1cc2oc(-c3cccc(NC(=O)c4cc([N+](=O)[O-])ccc4C)c3)cc(=O)c2c(OC)c1OC	70	51	22	94	65
29	C/C(=C1\SC(=O)NC1=O)c1ccc(N)cc1	106	100	91	93	95
30	Cc1cc2nc(-c3c(N)ncc(C#N)c3-c3ccc(Cl)cc3)[nH]c2cc1C	56	38	44	83	22
31	Cn1ccnc1C(=O)/C=C/c1ccc(CC(=O)Nc2ccc(C(F)(F)F)cc2)cc1	43	-26*	65	23	9.5*
32	O=C(c1ccncc1)N1N=C(c2ccc(Cl)cc2)C[C@H]1c1cn(-c2ccccc2)nc1-c1ccccc1	83	75	102	105	95

No.	IGROV1	ACHN	SK-OV-3	RXF 393
25	84	58	82	53
26	91	89	98	103
27	103	110	105	109
28	54	69	122	.
29	104	104	13	88
30	46	68	76	71
31	9.9*	28	54	-1.4*
32	99	71	83	88

# The list goes on:
No.	Structure	OVCAR-4	OVCAR-8	A498	OVCAR-5	OVCAR-3
33	Nc1ncnc(N)c1NC(=O)c1cc(Cl)c(OCc2ccccc2)c(Cl)c1	107	103	94	101	110
34	CCCCN(CC(O)C(O)CN(CCCC)C(=S)S)C(=S)S (centres undefined)	98	98	77	93	92
35	CCCCCCCCCCCC(=O)OCC1(C)COC(c2ccccc2)=N1 (centres undefined)	96	100	113	92	116
36	OC(COc1cccc2ccccc12)CN1CCCC1 (centres undefined)	89	112	.	100	121
37	CCOC(=O)c1[nH]c(C)c(C(=O)OCC)c1C	92&99	101&104	72&97	107&88	100&102
38	CCCN1C2CCC1/C(=C\c1ccccc1)C(=O)/C2=C/c1ccccc1	68	73	81	104	69
39	COc1ccc(NC(=O)c2c(Nc3ccc(OC)cc3OC)nn3c(-c4ccccc4)cc(-c4ccccc4)nc23)c(OC)c1	100	93	116	79	114
40	O=C(Nc1ccccc1C(F)(F)F)Nc1cccc2ccccc12	96	98	102	89	103

No.	IGROV1	ACHN	SK-OV-3	RXF 393
33	111	106	101	94
34	70	.	98	107
35	102	100	89	90
36	105	103	.	120
37	112&112	111&90	118&102	101
38	82	82	92	93
39	83	76	89	103
40	102	97	93	111

# Following part:
No.	Structure	OVCAR-4	OVCAR-8	A498	OVCAR-5	OVCAR-3
41	c1ccc2c(c1)CCC2c1cc2ccccc2s1 (centres undefined)	110	94	102	100	97
42	CC(C)=NOC(C)C(=O)O (centres undefined)	108	90	89	101	114
43	O=C(Nc1ccc(Cl)cc1)Nn1cnc2ccccc21	122	98	115	89	102
44	O=c1oc2ccccc2cc1-c1nn(-c2ccccc2)cc1/C=N/NC(=S)SCc1ccccc1	86	71	117	100	85
45	CCCCC/C(C=Nc1ccccc1C(=O)OC)=C\c1ccccc1	95	102	102	104	99
46	CNC(=O)c1[nH]cc(-c2ccc(OC)cc2)c1-c1cc(OC)c2c(c1OC)OCO2	96	99	109	96	100
47	N#C/C(=N\Nc1ccc(F)cc1)C(=O)Nc1cc(-c2ccccc2)nn1-c1ccccc1	2.0*	11	-4.3*	20	11
48	COc1ccc(NC(=O)CCC(=O)O)cc1	108	96	102	95	107

No.	IGROV1	ACHN	SK-OV-3	RXF 393
41	102	104	105	109
42	135	102	115	116
43	23	94	102	104
44	81	97	99	98
45	103	111	100	100
46	87	98	100	97
47	25	1.4*	-15*	-2.6*
48	107	98	98	106

# Other records.
No.	Structure	OVCAR-4	OVCAR-8	A498	OVCAR-5	OVCAR-3
49	CC(=O)c1ccccc1I	111	106	87	103	109
50	COc1ccc(/C=C/c2nc3ccccc3c(=O)n2CC(=O)Nc2ccccc2)cc1	1.0*	44	-43*	61	49
51	NCc1c(O)ccc2ccccc12	111	103	105	97	99
52	O=C1Nc2ccccc2/C1=C\c1c(-c2ccc(Cl)cc2)nc2sc(C3CC3)nn12	103	87	61	98	96
53	COc1ccc(-c2nn(-c3cccc(Cl)c3)cc2C2CC(c3ccc(Br)cc3)=NN2C(C)=O)cc1 (centres undefined)	90	92	85	94	105
54	N#Cc1nn(-c2ccccc2)nc1N1CCOCC1	99	101	64	103	100
55	CSc1c(N(C)C)c(=O)c1=S	92	100	107	99	109
56	Cc1ccc(-c2c3c(nc4c2c(C)nn4-c2ccccc2)NC(c2ccc(C)cc2)NC3)cc1 (centres undefined)	97	105	111	106	111

No.	IGROV1	ACHN	SK-OV-3	RXF 393
49	101	111	96	139
50	50	-60*	45	-55*
51	95	103	97	102
52	102	83	87	53
53	90	85	81	78
54	93	101	105	102
55	97	103	107	90
56	106	106	98	110

# (list continues)
No.	Structure	OVCAR-4	OVCAR-8	A498	OVCAR-5	OVCAR-3
57	Cc1cc(C(C)(C)CC(C)(C)C)ccc1OCCOCC[N+](C)(C)Cc1ccccc1	2.9*	19	4.4*	.	13
58	O=C(O)c1cc2cc(S(=O)(=O)O)ccc2cc1O	98	107	97	79	124
59	Cc1cc(C)c2ccc(=O)[nH]c2n1	102	99	93	95	112
60	CCOC(=O)c1cnn(CC(C)O)c1NC(=O)NCc1cccc(C(F)(F)F)c1 (centres undefined)	105	97	105	102	101
61	Cc1ccc(N=Nc2ccc(N=Nc3c(S(=O)(=O)O)cc4cc(Nc5ccccc5)ccc4c3O)c3cc(S(=O)(=O)O)ccc23)cc1	110	98	.	115	104
62	CCNC(=O)N1CCc2c(Cl)c3c(c(OC)c2[C@@H]1[C@H]1OCc2c1ccc(OC)c2OC)OCCO3	58	31	-21*	38	-5.7*
63	c1ccc(CN2CCc3c(sc4ncnc(Nc5ccccc5)c34)C2)cc1	91	97	.	97	.
64	CCc1nc2ccc(Cc3ccc(C(=O)NO)cc3)cc2c(=O)n1CCc1ccccc1	-7.6*	-31*	-76*	1.7*	-37*

No.	IGROV1	ACHN	SK-OV-3	RXF 393
57	-77*	.	11	.
58	100	88	96	108
59	96	98	107	92
60	101	108	100	108
61	108	106	100	116
62	29	31	.	-40*
63	79	89	105	43
64	-57*	-35*	-27*	-67*

# Rewritten tab-delimited: part of the list above.
entry	mol	OVCAR-4	OVCAR-8	A498	OVCAR-5	OVCAR-3	IGROV1	ACHN	SK-OV-3	RXF 393
60	CCOC(=O)c1cnn(CC(C)O)c1NC(=O)NCc1cccc(C(F)(F)F)c1 (centres undefined)	105	97	105	102	101	101	108	100	108
61	Cc1ccc(N=Nc2ccc(N=Nc3c(S(=O)(=O)O)cc4cc(Nc5ccccc5)ccc4c3O)c3cc(S(=O)(=O)O)ccc23)cc1	110	98	.	115	104	108	106	100	116

# Next entries follow.
No.	Structure	OVCAR-4	OVCAR-8	A498	OVCAR-5	OVCAR-3
65	C#CCOc1cc(N(CC)CC)ccc1C(C(=O)NC(C)(C)C)N(C(=O)C1CCc2cc(F)ccc2O1)c1ccc(Br)cc1 (centres undefined)	82	89	135	87	107
66	CC1CCc2c(sc(NC(=O)CSc3nnc4ccccn34)c2C(N)=O)C1 (centres undefined)	114	109	133	100	104
67	Cc1ccc(C(=O)NN2C(=O)CSC2c2ccccc2Cl)cn1 (centres undefined)	105	.	113	97	122
68	O=c1[nH]c(O)c(/C=N/C(=S)Nc2ccccc2)c(=O)[nH]1	91	108	117	102	93
69	N#C/C(=C\c1ccc(O)cc1)C(N)=O	103	108	.	104	108
70	Cc1cn(C(=O)/C(Cl)=C(/Cl)C(=O)O)c2ccccc12	101	110	124	103	104
71	CC(=O)OC[C@]12CCC(C)(C)C=C1[C@H]1CC[C@@H]3[C@@]4(C)Cc5c([nH]c6ccccc56)C(C)(C)[C@@H]4CC[C@@]3(C)[C@]1(C)CC2	100	104	103	86	100
72	O=C1c2ccccc2-n2c1nc1ccccc1c2=O	87	85	55	85	66

No.	IGROV1	ACHN	SK-OV-3	RXF 393
65	80	83	95	103
66	34	97	131	1.4*
67	93	98	99	92
68	100	96	99	109
69	110	105	106	98
70	66	98	96	112
71	99	103	113	111
72	75	79	96	98

# More structures follow:
No.	Structure	OVCAR-4	OVCAR-8	A498	OVCAR-5	OVCAR-3
73	C=C1C(=O)O[C@H]2[C@H]1CC/C(COC(=O)OCCCCCOC(=O)OC/C1=C/CC[C@@]3(C)O[C@H]3[C@H]3OC(=O)C(=C)[C@@H]3CC1)=C\CC[C@@]1(C)O[C@@H]21	-43*	-4.6*	-34*	-36*	-98*
74	Cc1ccc(NC(=S)n2c(=O)cc(C)c3ccc(O)cc32)c(C)c1	106	102	105	105	105
75	O=C(Nc1ccc(N2CCOCC2)cc1)c1cncnc1Nc1ccc(OCc2ccccn2)c(Cl)c1	85	99	76	111	90
76	COc1ccc2c(c1OC)CO[C@@H]2[C@H]1c2c(cc3c(c2OC)OCO3)CCN1S(=O)(=O)c1cn(C)cn1	51	20	-21*	35	-35*
77	CC(O)C(NC(=O)OC(C)(C)C)C(=O)O (centres undefined)	115	97	98	107	110
78	COc1c(N2CC3CCCN(C(C)=O)C3C2)c(F)cc2c(=O)c(C(=O)N[C@H]3C(O)[C@@H](O)C(CO)O[C@H]3O)cn(C3CC3)c12 (some centres undefined)	110	107	103	104	109
79	COC(=O)CC[C@H](N)C(=O)O	98[20 µM]	101[20 µM]	100[20 µM]	93[20 µM]	110[20 µM]
80	CCCCNCC1CCCO1 (centres undefined)	110	110	123	112	109
81	O=C(O)c1ncc(-c2ccc(C(F)(F)F)cc2)c(NC2CCCCCC2)n1	95	98	103	111	90
82	Nc1nc(-c2cccc(Br)c2)nn1-c1nc2ccccc2s1	94	102	90	104	103
83	COc1ccc([C@@H]2c3[nH]c4ccccc4c3C[C@H]3C(=O)N(C4CCN(Cc5c(F)cccc5F)CC4)CC(=O)N23)c(OC)c1	78	85	62	90	80

No.	IGROV1	ACHN	SK-OV-3	RXF 393
73	.	-66*	55	-70*
74	105	102	89	117
75	100	90	100	43
76	25	37	22	-28*
77	112	105	96	131
78	114	105	115	128
79	103[20 µM]	108[20 µM]	106[20 µM]	110[20 µM]
80	94	111	110	122
81	87	102	92	100
82	93	102	.	117
83	51	67	101	.
